# Pin1 inhibitor: human Pin1 inhibition; Potency, µM (titrated, usually from 115 µM), for inactives: at the top dose activity, negative = inhibition, hits mostly inhibitors; Q13526; Pin1 FP peptide displacement, HiFluor488, 10 min; 390,000 compounds, 0.009% hits; active = well fitted inhibition curve with a large enough effect in the polarisation, with a control signal flat, not every such curve was filed as active; inconclusive = small, poorly fitted or top-dose-only effect, or effect the other way, or a change in a side signal; inactive = no such curve, though single readings can be large or run the other way; the % refers to the polarisation; note: potency is the fitted concentration of half-maximal effect; % is set by controls: 0 for no effect and ±100 for the full control effect
# Target sequence (Q13526 whole entry, looked up): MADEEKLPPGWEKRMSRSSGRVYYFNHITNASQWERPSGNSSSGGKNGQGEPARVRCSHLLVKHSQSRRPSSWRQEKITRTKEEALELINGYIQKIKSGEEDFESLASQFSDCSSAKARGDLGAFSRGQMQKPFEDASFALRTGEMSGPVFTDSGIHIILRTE
# mIDH1 inhibitor: inhibitors of human mutant IDH1 R132H. 390,000 compounds, 0.093% hits. O75874. IDH1-R132H enzyme, NADPH consumption, diaphorase/resazurin fluorescence. Potency, µM (doses to about 76.6 µM), for inactives: at the highest dose activity change, negative = inhibition, most hits filed as inhibitors; note: potency is the fitted concentration of half-maximal effect; % is set by controls: 0 for no effect and ±100 for the full control effect; nearly all actives have a fitted effect of over 65% in size
# Target sequence (O75874 whole entry R132H, stated change not applied): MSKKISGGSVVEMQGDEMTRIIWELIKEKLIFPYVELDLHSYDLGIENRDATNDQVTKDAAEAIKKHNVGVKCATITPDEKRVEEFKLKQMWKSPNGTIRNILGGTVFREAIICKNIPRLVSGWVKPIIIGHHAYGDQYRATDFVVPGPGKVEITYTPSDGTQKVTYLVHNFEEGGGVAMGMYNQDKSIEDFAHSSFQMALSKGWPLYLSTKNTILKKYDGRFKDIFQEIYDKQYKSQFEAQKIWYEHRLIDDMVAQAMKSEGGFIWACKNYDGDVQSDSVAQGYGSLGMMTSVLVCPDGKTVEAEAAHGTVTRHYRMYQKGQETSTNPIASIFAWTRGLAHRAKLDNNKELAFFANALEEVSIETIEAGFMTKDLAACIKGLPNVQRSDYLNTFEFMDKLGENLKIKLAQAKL
#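 IDH1-R132H (0.5 ug/mL) preincubated 30 min with compound, then NADPH (0.016 mM) and alpha-KG (2 mM) added; 80 min at RT, pH 7.5. Remaining NADPH coupled via diaphorase/resazurin to fluorescence (540/590 nm); concentration-response curves normalized to no-enzyme control.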
# TRHR ag: TRH receptor (human) agonism; P34981; TRHR cells, calcium flux fluo-8, FDSS agonist mode; activation, % at 2 µM; 360,000 compounds, 0.18% hits; AID 493084; in the data active = activation above about 30%; note: 0% is about no effect
#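 Steps: seed TRHR cells overnight; add fluo-8 no-wash Ca dye, RT 30 min–1.5 h; record 10 s baseline; pin-transfer compounds; monitor fluorescence 1 cycle/s for the agonist window. Calcium increases flag candidate agonists.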
# D2 ag: activates the human D2 dopamine receptor; 340,000 compounds, 0.53% hits; P14416; AID 485358; HEK293 T-REx D2 cells, calcium flux agonist mode; activation, % at 2 µM;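 active = activation over 3 SD above normal in the single-dose calcium agonist read, cut at about 30% in these data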; note: 0% is about no effect
# Target sequence (P14416 whole entry, looked up): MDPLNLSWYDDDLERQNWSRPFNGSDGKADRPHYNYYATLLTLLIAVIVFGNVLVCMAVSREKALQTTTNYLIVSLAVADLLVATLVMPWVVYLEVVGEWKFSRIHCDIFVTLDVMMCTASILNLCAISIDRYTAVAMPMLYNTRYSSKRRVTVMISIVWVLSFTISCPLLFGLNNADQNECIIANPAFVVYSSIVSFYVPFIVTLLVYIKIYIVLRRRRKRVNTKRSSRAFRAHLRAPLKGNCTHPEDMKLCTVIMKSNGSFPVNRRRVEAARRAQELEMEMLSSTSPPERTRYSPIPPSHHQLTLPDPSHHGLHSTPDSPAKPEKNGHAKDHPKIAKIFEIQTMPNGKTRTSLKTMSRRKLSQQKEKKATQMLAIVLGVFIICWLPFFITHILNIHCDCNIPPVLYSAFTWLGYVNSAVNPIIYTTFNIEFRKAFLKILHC
#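 Tetracycline-induced HEK293 T-REx cells with force-coupled D2 receptor, plated overnight at 30 C, loaded with no-wash calcium dye. After a 10 s baseline, compound was pin-added and calcium flux read kinetically for 180 s; calcium rises flagged agonists.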
# TrxR1 substrate: is turned over as a substrate by rat TrxR1 | O89049 | purified TrxR1 substrate turnover, NADPH consumption readout | Potency, µM (titrated, usually from 114 µM), for the others: at the highest dose activity change, negative = substrate turnover | 390,000 compounds, 0.01% hits; note: potency is the fitted concentration of half-maximal effect; % is set by controls: 0 for no effect and ±100 for the full control effect; nearly all actives have a fitted effect of over 50% in size
#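 Rat TrxR1, dispensed at 90 nM, was prereduced with 400 uM NADPH (final) for 5 min at ~22 deg C, then incubated with compound 15 min before 400 uM selenite. A first-read NADPH fluorescence drop versus no-compound background flagged substrates.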
# D2 antag: antagonists of human D2 dopamine receptor; HEK293 TREx D2 cells, calcium flux, dopamine EC80; 340,000 compounds, 2% hits; inhibition, % at 10 µM; P14416; in the data active = inhibition above about 30%; note: 0% is about no effect
#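 Tetracycline-induced HEK293 T-REx cells expressing D2 force-coupled to calcium signalling were dye-loaded, exposed to compound for 180 s, then challenged with an EC80 of dopamine; calcium flux was followed kinetically for a further 180 s.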
# rTrxR1 inhibitor: rat TrxR1 inhibition; O89049; recombinant rTrxR1, NADPH fluorescence consumption, selenite substrate; Potency, µM (titrated, usually from 114 µM), for inactives: at the top dose activity change, negative = inhibition, usual class: inhibitors; 390,000 compounds, 1% hits; AID 588453; note: potency is the fitted concentration of half-maximal effect; % is set by controls: 0 for no effect and ±100 for the full control effect; nearly all actives have a fitted effect of over 65% in size
#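 Rat TrxR1 (90 nM in the dispensed reagent) was pre-reduced with 400 uM NADPH for 5 min at room temperature, then incubated with compound for 15 min. After 400 uM selenite was added, NADPH fluorescence (Ex 340/Em 450 nm) was followed for 8 min.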
# USP1 inh: inhibitors of human USP1/UAF1 deubiquitinase; AID 743255; 390,000 compounds, 0.23% hits; Potency, µM (doses to about 57.1 µM), for inactives: at the highest dose activity change, negative = inhibition, most hits filed as inhibitors; recombinant USP1/UAF1, Ub-Rhodamine cleavage fluorescence; note: potency is the fitted concentration of half-maximal effect; % is set by controls: 0 for no effect and ±100 for the full control effect; nearly all actives have a fitted effect of over 60% in size; inactives centre near -12
#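 In this screen, compounds sit with the deubiquitinase complex (1nM) for 15 min at room temperature before Ub-Rho is added at 150nM final. Fluorescence rise is then followed for 6 reads every 60 seconds.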
# TRHR enhancer: allosteric enhancers of human TRH receptor | AID 493056 | P34981 | 360,000 compounds, 0.66% hits | TRHR cells, fluo-8 calcium fluorescence, EC20 TRH enhancement | enhancement, % at 2 µM; in the data active = enhancement above about 30%; note: 0% is about no effect
#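 Enhancer read-out: after compound pinning and an initial kinetic agonist-mode read, an EC20 of TRH (10 nM final) was injected and fluo-8 calcium signal (Ex 480/Em 530) followed at 1 s/cycle for 100 cycles in TRHR-expressing cells.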
# An asterisk follows results filed as active; ? = inconclusive; · = not tested or not shown; & = joins results of further samples; [ ] = remark or other dose. Unless noted, calls come from the whole dose curve; as a rule, active = well fitted inhibition curve with a large enough effect; inconclusive = small, poorly fitted or top-dose-only effect; inactive = no such curve, though single readings can be large or run the other way. This is a subset; count on the stated rates, not on these rows.
Molecule,D2 antag,TRHR enhancer,D2 ag,mIDH1 inhibitor,TRHR ag,Pin1 inhibitor,TrxR1 substrate,rTrxR1 inhibitor,USP1 inh
O=C(Cc1ccc(Cl)cc1)N/N=C/c1c(Cl)cccc1Cl,-4,6,-0.5,4%,-0.2,0%,6%,18%,-9%
CCOc1ccccc1C1C(C#N)=C(SCC(=O)OC)NC(=O)C1C(=O)OC (stereo not drawn),6,-6,-0.6,11%,0.0,-14%,-7%,-8%,-28%
CC(Oc1ccccc1)C(=O)N1CCN(Cc2cc(=O)n3nc(-c4ccccc4Cl)sc3n2)CC1 (stereo not drawn),·,-4,1.2,-4%,0.2,3%,-3%[57.1 µM],-4%[57.1 µM],-1%
COC(=O)c1ccc(NC(=O)COc2ccc(S(=O)(=O)NC(C)(C)C)cc2)cc1,10,3,-0.3,2%,0.2,1%,4%[57.1 µM],9%[57.1 µM],-16%
O=C(Cn1ncc2c3ccccc3n(Cc3ccccc3)c2c1=O)N1CCN(c2ccccn2)CC1,17,2,12,-3%,0.1,14%,5%[57.1 µM],36%,-7%
Cc1cccc(NC(=O)Cn2nc(-c3cccs3)ccc2=O)c1C,-8,0,-0.6,5%,-0.4,-2%,7%[57.1 µM],21%[57.1 µM],-11%
COC(=O)c1c(NC(=O)c2cccs2)sc2c1CCC(C)C2 (stereo not drawn),-5,21,-0.6,3%,-0.2,23%,21%,12%,-25%
COc1ccccc1Cn1[nH]nnc1=S,1,-1,-0.2,0%,0.8,5%,9%[57.1 µM],-20%[57.1 µM],-8%
CCN(C(=O)CSc1nnc(Cn2nnc3ccccc32)o1)c1nc(C)cs1,-13,-3,0.7,6%,0.2,-7%,6%,17%,-22%
COc1ccc(C(=O)/C=C/C(=O)N(Cc2ccccc2)C(C(=O)NC2CCCCC2)c2ccncc2)c(O)c1 (stereo not drawn),-3,12,-1.1,1%,-0.5,4%,-13%,-13%,-16%
CC12CN3CC(C)(CN(C1)C3c1ccc3ccccc3c1O)C2=O (stereo not drawn),·,2,·,11%,-0.2,-6%,-7%,-6%,-23%
Cc1ccc(Sc2c(C(=O)NCc3cccc(F)c3)[nH]c3ccccc23)cc1,·,1,-1.2,18%,-0.2,22%,1%,5%,-6%
Fc1ccc(COc2ccc(-c3nnco3)cc2)cc1,-12,0,-0.2,11%,-1.1,-1%,-2%[57.1 µM],24%[57.1 µM],0%
Cc1ccc(S(=O)(=O)NN2C(=O)c3ccccc3NC2c2ccco2)cc1 (stereo not drawn),-6,2,-0.1,0%,1.4,2%,-3%[57.1 µM],-4%[57.1 µM],-14%
O=C(Nc1ncccn1)C1CCCCC1,2,3,0.6,-5%,0.8,4%,-1%,10%,-8%
Cc1cc(C(=O)O[C@H]2[C@H](C)NS(=O)(=O)[C@H]3C[C@@H]4C=C[C@]23O4)cc([N+](=O)[O-])c1,-11,-3,0.1,-5%,0.2,0%,4%&4%,14%&16%,-29%
COc1ccc(CC(=O)OCC(=O)NCCc2ccccc2)cc1OC,-6,-3,-0.6,13%,0.0,-2%,11%,19%,-8%
CC1CCN(C(=O)c2[nH]cnc2C(=O)NCC(=O)OCc2ccccc2)CC1,-5,3,0.1,-2%,-0.5,-4%,10%[57.1 µM],18%,?
CCOc1ccc(-c2c(C(=O)N/N=C/c3c[nH]c4ccccc34)nnn2-c2nonc2N)cc1,-1,5,-0.5,-11%,0.2,28%,-7%,5%,-11%
Cc1cc(C)[n+](C)n1CC(O)Cn1c2ccccc2c2ccccc21 (stereo not drawn),2,-4,-0.1,5%,1.0,10%,4%,18%[57.1 µM],-15%
COc1ccc(N(C(=O)c2ccc(Cl)cc2)C2=CC3CCC(C2)N3C)cc1 (stereo not drawn),-6,4,-0.3,6%,0.1,-6%,-7%,-3%,-5%
CCOc1ccc(S(=O)(=O)Nc2ccc(C(=O)NCC(c3ccco3)N(C)C)cc2)cc1 (stereo not drawn),-10,-3,0.9,6%,0.4,-3%,-2%,-16%,1%
Cc1cccc(/C=N/NC(=O)c2cc(C3CC3)nc3ccccc23)n1,6,15,-0.5,-7%,1.0,10%,21%,5%,-22%
CCN(c1ccccc1)S(=O)(=O)c1ccc(OC)c(NC(=O)C2CCC2)c1,·,·,·,2%,·,-3%,-8%,2%,-3%
Cc1ccc(OCCOC(=O)c2sc(=S)n(C)c2C)cc1,-1,0,0.5,6%,0.4,-3%,-9%[57.1 µM],15%[57.1 µM],-16%
CC(=O)OC1CC2(C)C(C(C)=O)CCC2C2CCC3=CC(=O)CCC3(C)C12 (stereo not drawn),·,·,·,1%,·,-1%,5%[57.1 µM],18%[57.1 µM],0%
Cc1cccc(C(=O)NC(=S)Nc2cccc3nc(C)ccc23)c1,-7,-2,-1.2,6%,-0.7,9%,-1%,?,-21%
CCOc1ccc(-c2nc(N)nc(C)c2-c2ccc(OC)c(OC)c2)c(O)c1,·,5,·,1%,0.0,-2%,-1%,-2%[57.1 µM],-11%
CC1=C(C(=O)Nc2ccccn2)C(c2ccc(Br)cc2)n2ncnc2N1 (stereo not drawn),-19,-7,-0.2,0%,0.6,-6%,-1%,8%,-4%
CCCCc1ccc(-n2nc3cc(Cl)c(NC(=O)c4ccc(OC)cc4)cc3n2)cc1,·,9,0.2,3%,1.3,-5%,12%,8%,-28%
Cc1ccc(C(=O)COC(=O)CNC(=O)COc2ccccc2C)cc1C,-13,6,-2.3,3%,-0.9,?,-7%&-7%,6%&5%,-9%
CC(=O)N(Cc1cc2ccc(C)c(C)c2n2nnnc12)C1CCCC1,-7,-10,0.3,·,-0.1,·,·,·,·
CCOC(=O)c1sc2ccccc2c1OC(=O)c1ccc(C)cc1,4,-11,0.2,3%,-0.4,2%,-21%[57.1 µM],7%[57.1 µM],-17%
Cc1nc(SCC(=O)Nc2c(C)n(C)n(-c3ccccc3)c2=O)nc(C)c1C,-22,6,-0.1,-5%,0.2,-6%,5%,14%,-10%
O=c1c2ccccc2nc(SCc2cc(F)cc3c2OCOC3)n1Cc1ccco1,3,-3,-0.2,3%,0.4,-4%,-4%,-19%,-26%
Cc1ccc(S(=O)(=O)NCC2CCCO2)cc1 (stereo not drawn),22,-7,-0.9,4%,-0.3,-2%,-8%[57.1 µM],2%[57.1 µM],-20%
NS(=O)(=O)OCCCc1ccc(C(F)(F)F)cc1,1,3,-0.1,-6%,-2.3,3%,-7%,-3%,16%
CCc1nn(Cc2ccc(Cl)cc2)c(=O)c2cc3cc(C)ccc3n12,·,-4,0.1,10%,0.1,3%,7%,22%,-31%
COc1cccc(NC(=O)CN(C)C(=O)CN2C(=O)NC(C)(c3ccc4ccccc4c3)C2=O)c1 (stereo not drawn),-2,-4,-0.1,-2%,1.4,3%,0%,6%,-23%
O=C(NC1CC2CCCC(C1)N2Cc1cccs1)N1CCOCC1 (stereo not drawn),·,5,·,6%,0.0,-4%,20%[57.1 µM],3%[57.1 µM],-3%
Cc1cc(C)c(C)c(S(=O)(=O)N2CCN(c3ncnc4ccccc34)CC2)c1C,·,-1,·,7%,0.0,10%,31%,60%[activator],-19%
CCOC(=O)C1=C(c2ccccc2)O/C(=C(/C#N)C(F)(F)F)S1,10,-5,-0.8,·,2.4,·,·,·,·
COc1ccccc1CNC(=O)C(=O)NCC(c1cccs1)S(=O)(=O)c1ccc(F)cc1 (stereo not drawn),·,-7,0.0,0%,0.4,4%,1%[57.1 µM],-2%[57.1 µM],-26%
O=C(/C=C/c1ccco1)c1cccnc1,9,4,-0.7,0%,0.5,?,3%[57.1 µM],-70%,-5%
COc1cc(C(=O)Nc2ccc(C)cn2)ccc1OCC(=O)N1CCOCC1,-7,2,0.9,-3%,0.0,3%,5%,23%,-13%
Nc1ccc(S(=O)(=O)Nc2nc(-c3ccccc3)cc(-c3ccccc3)n2)cc1,6,2,0.2,-6%,0.3,?,-3%[57.1 µM],11%[57.1 µM],-11%
CC(C)NC(=O)c1cccc(NC(=O)CC2SC(N3CCCCC3)=NC2=O)c1 (stereo not drawn),8,8,-0.6,5%,-0.2,-3%,3%,4%,-6%
COc1cc(SC)ccc1C(=O)Nc1cc(C)c(OCC(=O)N2CCOCC2)c(C)c1,-3,-1,-0.4,-1%,-1.2,3%,-2%,1%,5%
COc1ccccc1C(=O)N/C(=C/c1cccc([N+](=O)[O-])c1)C(=O)Nc1cccc(C(=O)O)c1,-7,-3,-1.5,0%,0.0,0%,-1%[57.1 µM],10%[57.1 µM],?
Fc1cccc(CSc2ccc3nnc(-c4ccccn4)n3n2)c1,·,1,·,0%,1.2,-1%,4%,3%,-17%
Cc1cc(C)c(NC(=O)CSc2nccn2Cc2ccco2)c(C)c1,·,2,-1.9,-4%,-0.7,-4%,-2%[57.1 µM],10%[57.1 µM],-14%
Cc1ccc(NC(=O)NCc2cccnc2)cc1C,·,10,·,0%,-0.3,-9%,-5%,-10%,-7%
O=C(NNC(=O)c1ccc2ncccc2c1)c1ccc(Cl)cc1,10,0,0.4,-5%,0.2,12%,2%[57.1 µM],14%[57.1 µM],-6%

# Some of these compounds in order of molar mass, smallest number first:
Molecule,D2 antag,TRHR enhancer,D2 ag,mIDH1 inhibitor,TRHR ag,Pin1 inhibitor,TrxR1 substrate,rTrxR1 inhibitor,USP1 inh
Cc1ccc(NC(=O)NCc2cccnc2)cc1C,·,10,·,0%,-0.3,-9%,-5%,-10%,-7%
Nc1ccc(S(=O)(=O)Nc2nc(-c3ccccc3)cc(-c3ccccc3)n2)cc1,6,2,0.2,-6%,0.3,?,-3%[57.1 µM],11%[57.1 µM],-11%
COc1ccccc1C(=O)N/C(=C/c1cccc([N+](=O)[O-])c1)C(=O)Nc1cccc(C(=O)O)c1,-7,-3,-1.5,0%,0.0,0%,-1%[57.1 µM],10%[57.1 µM],?

# High-throughput results (PubChem BioAssay)
